# Rac1 wt GTP bind = modulators of human Rac1 wildtype GTP binding; 190,000 compounds, 0.27% hits; GST-Rac1 beads, fluorescent GTP binding, flow cytometry; actives lie on both sides; 0 = cold GTP competed, 100 = untreated; GTP binding activity (% of control), % at 10 µM; P63000;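 active = GTP binding activity at least 20 points away from the 100% control level, either lower or higher; inconclusive = compound flagged as likely green fluorescent, judged across all proteins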
# RGS8-Gao = regulators of human RGS8-Galphao interaction; multiplexed bead flow cytometry, RGS8-Galphao binding; actives lie on both sides; response (percent of control binding), % at 10 µM; 220,000 compounds, 0.34% hits; in the data active = response below about 60% or above about 140%; inactive = in between;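 note: Galphao activated as the GDP aluminium fluoride complex binding bead-coupled RGS8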
# Cdc42 wt GTP = modulators (inhibitors or activators) of GTP binding to human Cdc42 wildtype | percent activity (GTP binding), % at 10 µM | 190,000 compounds, 0.2% hits | GST-Cdc42 beads, Bodipy-GTP binding, flow cytometry; actives lie on both sides;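 active = percent activity GTP binding at least 20 points away from the 100% baseline, either down as inhibitor or up as activator; inconclusive = compound flagged as likely green fluorescent from well-wide comparison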;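 note: median bead fluorescence of bound Bodipy-FL-GTP at 100 nM; 0% = excess unlabeled GTP control and 100% = no compound control; below 100% means less GTP binding so inhibitor and above means activator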
# Target sequence (P60953 whole entry, looked up): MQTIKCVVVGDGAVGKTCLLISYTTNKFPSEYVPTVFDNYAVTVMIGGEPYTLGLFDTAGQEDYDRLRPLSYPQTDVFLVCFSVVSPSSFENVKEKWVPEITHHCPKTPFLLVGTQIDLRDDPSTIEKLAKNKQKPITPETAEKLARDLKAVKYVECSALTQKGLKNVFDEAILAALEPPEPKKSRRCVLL
# Mcl1 Noxa PPI = disrupts binding of human Mcl-1 to Noxa peptide. Q07820. TR-FRET Mcl-1/Noxa peptide binding, 2 h. inhibition, % at 21.7 µM. 220,000 compounds, 1.5% hits. AID 1022;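 active = compounds that cut the protein-peptide binding signal by more than 50% relative to plate controls in a single-dose test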;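 note: His-tagged Mcl-1 with rhodamine Noxa BH3 peptide and terbium anti-His antibody; 0% = Mcl-1 plus Noxa peptide wells and 100% = peptide-only wells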
# Target sequence (Q07820 whole entry, looked up): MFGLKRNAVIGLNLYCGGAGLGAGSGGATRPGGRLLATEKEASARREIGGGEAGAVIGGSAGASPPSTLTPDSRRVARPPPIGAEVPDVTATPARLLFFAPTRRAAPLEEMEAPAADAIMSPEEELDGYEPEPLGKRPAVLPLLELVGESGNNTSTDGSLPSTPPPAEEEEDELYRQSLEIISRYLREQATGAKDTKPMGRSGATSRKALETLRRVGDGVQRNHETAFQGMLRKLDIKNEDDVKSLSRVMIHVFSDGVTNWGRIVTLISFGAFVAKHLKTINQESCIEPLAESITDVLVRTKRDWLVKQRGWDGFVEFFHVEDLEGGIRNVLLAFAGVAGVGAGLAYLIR
# Mcl1-Bid inh = disrupts binding of human Mcl-1 to Bid peptide. 220,000 compounds, 0.97% hits. TR-FRET Mcl-1/Bid-Dy647 peptide binding, 1536-well. inhibition, % at 21.7 µM;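 active = compounds that cut the binding signal by more than half at the single screening dose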;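 note: His-tagged Mcl-1 with europium anti-His antibody binding Bid BH3 peptide; 0% = Mcl-1 plus peptide wells and 100% = peptide-only wells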
# Pf gametocyte = kills late stage P. falciparum gametocytes; P. falciparum stage V gametocytes, ATP luminescence, 24 h; inhibition, % at 10.9 µM; 150,000 compounds, 0.065% hits;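 active = inhibition above the mean plus 3 SD of compounds within the control limits, set per campaign, cut at about 38% in these data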;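 note: 0% = DMSO wells and 100% = medium only without gametocytes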
# Rab7 wt GTP bind = alters GTP binding to wildtype dog Rab7; 190,000 compounds, 0.055% hits; AID 758; GTP binding activity (percent of control), % at 10 µM; GST-Rab7 beads, fluorescent GTP binding, flow cytometry; actives lie on both sides; untreated = 100%, excess cold GTP = 0%;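 active = fluorescent GTP binding to Rab7 beads changed by at least 20 points from the 100% baseline, either direction, mostly lower; inconclusive = compound itself probably fluorescent, or too few beads counted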;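 note: median green fluorescence of bound Bodipy-FL-GTP per Rab7 bead population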
# Bim-Mcl-1 = human Bim-Mcl-1 interaction inhibition | Q07820 | 190,000 compounds, 0.1% hits | inhibition, % at 10 µM | Bead-based flow cytometry, Bim peptide-Mcl-1 binding; in the data active = inhibition above about 40%;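 note: 0% = no compound tracer wells and 100% = peptide blocker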
# Rab2A wt mod = changes GTP binding to wildtype dog Rab2A, up or down; P61105; GST-Rab2 wt beads, Bodipy-GTP binding, flow cytometry; GTP binding activity, % at 10 µM; 190,000 compounds, 0.19% hits; AID 760;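 active = GTP binding activity at least 20 points away from 100%, either lowered or raised; inconclusive = signal likely due to the compound's own green fluorescence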;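 note: 0% = beads with excess unlabeled GTP and 100% = no-compound control corrected for plate trend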
# Rac1 mut GTP = alters GTP binding to activated mutant human Rac1 | GST-Rac1 activated beads, fluorescent GTP binding, flow cytometry; actives lie on both sides; 100% means binding = to untreated wells | percent activity (GTP binding), % at 10 µM | 190,000 compounds, 0.11% hits | AID 764;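 active = GTP binding at least 20 percentage points away from the 100% baseline, in either direction, so actives lie on both sides; inconclusive = Compound likely fluorescent itself, or too few beads counted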
# HRas wt GTP = modulators of GTP binding to human HRas wildtype. P01112. GST-Ras wt beads, Bodipy-FL-GTP binding, flow cytometry; actives lie on both sides. GTP binding activity, % at 10 µM. 190,000 compounds, 0.14% hits;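 active = GTP binding activity at least 20% away from the 100% baseline, either lowered as inhibitor or raised as activator; inconclusive = flagged as likely green fluorescent, judged across all proteins in the well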;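 note: 0% = unlabeled GTP competition control and 100% = no-compound control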
# Target sequence (P01112 whole entry, looked up): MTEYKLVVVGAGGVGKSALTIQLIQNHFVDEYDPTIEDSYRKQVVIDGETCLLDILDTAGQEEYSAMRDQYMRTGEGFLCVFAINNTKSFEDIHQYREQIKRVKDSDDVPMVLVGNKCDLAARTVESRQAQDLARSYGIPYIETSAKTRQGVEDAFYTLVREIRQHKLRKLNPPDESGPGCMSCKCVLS
# Numbers without * were called inactive; ? = inconclusive; · = no result given.
# Results follow in this order: Rac1 wt GTP bind, RGS8-Gao, Cdc42 wt GTP, Mcl1 Noxa PPI, Mcl1-Bid inh, Pf gametocyte, Rab7 wt GTP bind, Bim-Mcl-1, Rab2A wt mod, Rac1 mut GTP, HRas wt GTP
CCCCN(CCCC)CC1OCc2ccccc2CO1
  105, 101, 106, -6, -6, 0, 99, -2, 104, 100, 105
COc1cccc(-n2c(CN3CCN(c4cccc(C)c4)C(C)C3)nc3ccc([N+](=O)[O-])cc3c2=O)c1 (stereo unspecified)
  104, 108, 100, 4, -29, -49, 102, -2, 101, 103, 101
COc1ccc(N2C(=O)N(Cc3ccc(C)cc3)c3ccccc3S2(=O)=O)cc1
  100, 94, 98, 17, -4, ·, 105, -1, 101, 98, 100
Cc1ccc(N2C(=O)C3C(C2=O)N2CCCN2C3c2ccccc2)cc1C (stereo unspecified)
  100, 102, 98, 9, -43, -8, 99, 3, 96, 96, 97
CCCCCCNC(=O)CC(NS(=O)(=O)c1ccc(NC(C)=O)cc1)C(C)C (stereo unspecified)
  98, 96, 100, 15, 6, 5, 98, -1, 97, 97, 98
CCN(CC)S(=O)(=O)c1ccc(NC(=O)c2ccc(N(C)S(C)(=O)=O)cc2)cc1
  92, 100, 90, -25, -3, -9, 94, -1, 90, 95, 92
CC(=O)NCCNC(=O)c1ccc(-n2c(C)ccc2C)cc1
  101, 102, 98, 20, -40, 16, 97, 1, 97, 95, 100
CCOC(=O)CSC1=C(C#N)C(c2ccco2)C(C(=O)OCc2ccccc2)=C(C)N1 (stereo unspecified)
  92, 101, 94, ·, -20, ·, 93, -3, 93, 91, 93
CCOc1ccc(-c2nnn(CC(=O)NCc3cccs3)n2)cc1
  89, 99, 92, 9, -12, ·, 91, -4, 90, 92, 91
COc1ccc(N/N=C(/N=Nc2nc(C)cc(=O)[nH]2)c2ccccc2)cc1
  97, 99, 96, -87, -88, ·, 93, 1, 95, 95, 97
CCn1c(-c2ccccc2)c(C(=O)CCl)c2ccccc21
  98, 101, 95, -7, -15, -1, 97, 0, 96, 94, 95
CN(CC(=O)NC(=O)NCc1ccco1)Cc1nc2ccccc2c(=O)[nH]1
  98, 98, 98, 48, -38, ·, 99, -4, 98, 96, 101
CC(=O)Nc1nonc1-c1ccccc1
  101, 101, 101, -4, -19, -9, 99, -4, 100, 99, 97
COc1cc(/C=C/C(=O)c2ccc(NS(=O)(=O)c3ccc(C)cc3)cc2)ccc1OC(F)F
  101, 101, 98, 17, 0, -12, 102, -2, 102, 95, 101
O=C(COC(=O)COc1ccc(Br)cc1)NCCC1=CCCCC1
  102, 101, 103, 5, -54, 2, 99, -3, 98, 96, 100
C=CCn1c(-c2cc(Cl)ccc2OC)n[nH]c1=S
  108, 91, 108, 12, -11, -26, 106, -6, 104, 101, 106
CCCCC(NS(=O)(=O)c1ccc(OC)cc1)C(=O)O (stereo unspecified)
  107, 103, 108, 18, -14, 23, 103, -7, 103, 99, 101
CC1CCc2c(sc3nc(CN4CCOCC4)nc(NS(=O)(=O)c4cccc([N+](=O)[O-])c4)c23)C1 (stereo unspecified)
  95, 99, 99, 18, -2, 9, 93, 0, 98, 95, 97
N=C1C(c2ccccc2)=C(O)C2CCc3ccccc3N12 (stereo unspecified)
  106, 103, 103, 18, -40, ·, 100, -3, 101, 99, 103
O=C(CN1CCN(c2ncccn2)CC1)N(Cc1ccccc1)c1ccc(F)cc1
  98, 98, 102, 9, 14, -39, 100, -1, 99, 97, 100
Cc1cc(-n2nc(C)cc2C)nc(NS(=O)(=O)c2ccccc2Cl)n1
  102, 101, 104, -3, -14, 1, 101, 1, 104, 99, 104
O=C(CCN1CCOCC1)NNC(=O)/C(=C/c1ccccc1)NC(=O)c1ccccc1
  98, 86, 97, -6, -14, 0, 104, -3, 97, 96, 99
CCOC(=O)C1CCCN(C(=O)N2CCOCC2)C1 (stereo unspecified)
  108, 98, 103, -12, -11, -3, 100, -2, 100, 101, 102
Cc1ccc(C(=O)NC(=S)NNS(=O)(=O)c2ccccc2)cc1
  91, 101, 86, -42, -121, ·, 100, -2, 90, 87, 92
N#Cc1c(-c2ccccc2)ccnc1Oc1ccccc1
  98, 102, 98, 4, -6, -12, 96, -2, 94, 97, 99
CCOc1ccc(-n2c(=S)sc3c(=O)[nH]c(SCC(=O)N4CCC(C)CC4)nc32)cc1
  ?, 92, ?, -7, 14, ·, ?, -1, ?, ?, ?
CCOc1cc(S(=O)(=O)Nc2ccc(Cl)cn2)ccc1Cl
  97, 74, 97, 20, 5, ·, 99, -9, 97, 96, 97
OC(COC(c1ccc(F)cc1)c1ccc(F)cc1)CN1CCc2ccccc2C1 (stereo unspecified)
  100, 124, 97, 24, 11, -18, 102, -4, 99, 101, 98
O=C(COC(=O)C(O)c1ccccc1)c1ccc2c(c1)OCCO2 (stereo unspecified)
  106, 104, 100, 8, 3, ·, 101, -3, 100, 99, 99
O=C(CCCC(=O)OCC(=O)c1ccc(Cl)cc1Cl)Nc1cc(C(F)(F)F)ccc1Cl
  98, 97, 100, -5, -18, -11, 97, -2, 101, 99, 101

# The closing two records of the part before come first, to join the parts:
# Results follow in this order: Rac1 wt GTP bind, RGS8-Gao, Cdc42 wt GTP, Mcl1 Noxa PPI, Mcl1-Bid inh, Pf gametocyte, Rab7 wt GTP bind, Bim-Mcl-1, Rab2A wt mod, Rac1 mut GTP, HRas wt GTP
O=C(COC(=O)C(O)c1ccccc1)c1ccc2c(c1)OCCO2 (stereo unspecified)
  106, 104, 100, 8, 3, ·, 101, -3, 100, 99, 99
O=C(CCCC(=O)OCC(=O)c1ccc(Cl)cc1Cl)Nc1cc(C(F)(F)F)ccc1Cl
  98, 97, 100, -5, -18, -11, 97, -2, 101, 99, 101
CCOC(=O)C1C(=O)NC(N2CCN(CC)CC2)=NC1c1ccccc1 (stereo unspecified)
  102, 104, 105, 11, -1, ·, 99, 0, 101, 99, 101
Cc1ccc(-c2cc(C(F)F)nc(S(C)(=O)=O)n2)cc1
  98, 106, 96, 4, 18, -14, 93, -3, 93, 99, 94
CCOc1cc(C(=O)Nc2ccc3c(c2)OCO3)ccc1OC(F)F
  107, 91, 103, -5, -34, 3, 107, 0, 102, 99, 102
COCCn1c(=S)[nH]c2cc(C(=O)N3CCC(C(N)=O)(N4CCCCC4)CC3)ccc2c1=O
  104, 100, 104, -13, -32, ·, 101, -1, 99, 97, 101
CCN(CC)S(=O)(=O)c1cccc(NC(=O)CN(C)C2CCCCC2)c1
  99, 102, 96, -18, -11, 0, 106, -4, 100, 97, 100
Cc1cccc(/C=N/n2c(-c3ccccn3)n[nH]c2=S)c1
  99, 101, 99, -2, -39, ·, 96, -6, 98, 94, 97
COc1cccc(C(=O)N2CCCc3ccccc32)c1
  98, 91, 93, -20, -38, 2, 101, -1, 98, 97, 98
COc1ccc(C(C)(C)C)cc1NC(=O)c1cc(S(=O)(=O)N(C)C)ccc1N1CCCC1
  99, 95, 98, -3, -11, 15, 94, -3, 96, 97, 95
COc1ccccc1-c1c(C)nn2c(C)c(C(C)=O)cnc12
  97, 101, 100, -12, 2, -29, 93, 0, 97, 98, 99
O=C(c1nc2ccc(Cl)cn2c1CNCCn1ccnc1)N1CCCCCCC1
  100, 104, 99, 1, -32, 12, 98, -1, 98, 98, 96
CCc1nnc(NC(=O)c2cccc(S(=O)(=O)N3CCN(c4ccccc4)CC3)c2)s1
  112, 127, 108, 12, -3, -1, 109, -4, 109, 103, 107
O=C(Nc1ccccc1N1CCCC1)c1ccco1
  102, 100, 98, 12, -13, -31, 98, 1, 99, 99, 98
O=C(Nc1nccs1)c1ccc(S(=O)(=O)NCC2CCCCC2)cc1
  101, 101, 105, 14, -16, 2, 108, 0, 106, 99, 104
CC(=O)N1C(=O)C2(C(C#N)=C(N)Oc3c2c(C)nn3-c2ccccc2)c2ccccc21 (stereo unspecified)
  97, 97, 89, -4, -35, ·, 95, -4, 94, 93, 96
O=C1c2ccccc2C(=O)N1c1cccc2cccnc12
  103, 91, 100, -1, -15, -1, 101, 31, 99, 101, 102
CC(C)(C)Nc1nc(NN)nc(NC(C)(C)C)n1
  102, 98, 101, -103, -123, ·, 102, -6, 102, 99, 101
COC(=O)CN(C)C(=O)CC1C(=O)NCCN1CC(C)(C)C (stereo unspecified)
  96, 98, 95, 20, -21, ·, 94, 1, 93, 93, 94
CCCCc1ccc(NC(=O)CC(C)=O)cc1
  103, 101, 101, -10, 0, 4, 97, -1, 99, 99, 100
O=C(CSc1nnc(CNC(=O)c2cccs2)o1)NCC1CCCO1 (stereo unspecified)
  99, 101, 100, 6, -31, -4, 107, -4, 98, 97, 99
Cc1c(NC(=O)COC(=O)/C=C/c2ccc(Cl)cc2)c(=O)n(-c2ccccc2)n1C
  101, 103, 99, 5, -11, ·, 96, -3, 99, 100, 99
Cc1ccc(-c2cn(S(=O)(=O)c3ccc(C)cc3)nc2N)cc1
  102, 99, 99, 6, -18, 8, 103, -3, 101, 96, 99
O=C(CSCC(=O)Nc1nc(-c2ccc3c(c2)OCO3)cs1)Nc1nccs1
  92, 101, 91, 4, 1, ·, 103, 0, 94, 94, 93
Cc1[nH]n(-c2cccc([N+](=O)[O-])c2)c(=O)c1-c1ccccc1
  92, 100, 88, 8, -35, 5, 100, 3, 91, 87, 94
COC(=O)c1ccc(S(=O)(=O)c2ccccc2)c(N)c1
  105, 101, 101, 6, 18, ·, 105, 0, 101, 100, 101
COc1ccc(S(=O)(=O)CCC(=O)N2c3ccccc3CC2C)cc1 (stereo unspecified)
  107, 102, 103, 14, -20, 3, 103, -3, 103, 100, 103

# Some of these compounds in order of formula weight, descending.
# Results follow in this order: Rac1 wt GTP bind, RGS8-Gao, Cdc42 wt GTP, Mcl1 Noxa PPI, Mcl1-Bid inh, Pf gametocyte, Rab7 wt GTP bind, Bim-Mcl-1, Rab2A wt mod, Rac1 mut GTP, HRas wt GTP
COc1ccc(S(=O)(=O)CCC(=O)N2c3ccccc3CC2C)cc1 (stereo unspecified)
  107, 102, 103, 14, -20, 3, 103, -3, 103, 100, 103
Cc1[nH]n(-c2cccc([N+](=O)[O-])c2)c(=O)c1-c1ccccc1
  92, 100, 88, 8, -35, 5, 100, 3, 91, 87, 94
O=C1c2ccccc2C(=O)N1c1cccc2cccnc12
  103, 91, 100, -1, -15, -1, 101, 31, 99, 101, 102
